# From PubChem BioAssay
# KKLEB tox: counter-screen for CF NF-kB inhibitors: cytotoxicity. 360,000 compounds, 0.36% hits. KKLEB CF airway cells viability, ATPlite luminescence, overnight; active compounds read low; cells stimulated with P. aeruginosa culture filtrate. activity change (cytotoxicity), % at 5 µM. AID 602141;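 active = corrected activity change at or below -50% at 5 µM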
# TROY signal inh: TROY signaling inhibition; Q293 LMP1-TROYcd NF-kB luciferase reporter, 4 h; inhibition, % at 10 µM; 360,000 compounds, 0.98% hits;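 active = compounds whose plate-normalised and pattern-corrected inhibition of the luciferase reporter signal at the single screening dose is 50% or more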
# CF NFkB inh: blocks PAF-induced NF-kB reporter in cystic fibrosis cells; KKLEB NF-kB-GFP reporter, GFP fluorescence overnight; inhibition, % at 5 µM; 360,000 compounds, 0.86% hits;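 active = at least 50% inhibition at 5 µM, scaled per plate between neutral and stimulator controls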;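 note: PAF is a Pseudomonas aeruginosa culture filtrate used as stimulus; plate controls were PAF-stimulated DMSO wells for no effect and unstimulated DMSO wells for full effect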
# Peg3 promoter: reduces Peg3 promoter-driven luciferase expression in HeLa. inhibition, % at 20 µM. HeLa PEG-Prom luciferase reporter, luminescence, overnight. 360,000 compounds, 1.7% hits. AID 588405;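 active = inhibition of at least 50% at 20 µM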
# C8 TRAIL sens: caspase-8 TRAIL sensitization | NB7+C8 cells + TRAIL, ATPlite viability luminescence | inhibition (viability loss, TRAIL sensitization), % at 10 µM | 360,000 compounds, 1% hits;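 active = compounds causing at least 50% loss of cell viability in the single-dose screen, relative to plate controls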
# TRPM1 prom inh: reduces MITF-dependent TRPM1 promoter luciferase signal; SK-MEL-5 TRPM1 promoter luciferase, 24 h; inhibition, % at 12.5 µM; 330,000 compounds, 0.83% hits; AID 488899;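 active = mean inhibition across replicates of 60% or more, whatever share of single replicates reaches that level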; note: values of inactives mirror those of a sister screen read the other way
# Shn3 inh set2: reduces Shn3 3'UTR luciferase signal in osteoblasts. Clone20 osteoblast Shn3 3'UTR firefly luciferase, 24 h. inhibition, % at 12.5 µM. 360,000 compounds, 0.52% hits. AID 588674;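 active = mean inhibition of at least 75% with every replicate also reaching 75%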;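 note: 0% = median of neutral control wells and 100% = pilot-screen positive control compound; some compounds past the cut are filed as inactive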
# HIF-2a inh: HIF-2a inhibition; 786-0 RCC cells HIF-2a reporter, luciferase luminescence, overnight; inhibition, % at 18.8 µM; 360,000 compounds, 0.72% hits;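 active = inhibition of the luminescence signal of 40% or more relative to plate controls, in a single-dose primary screen at 18.75 µM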
# NR2E3 ag-1: agonists of human nuclear receptor NR2E3. AID 2300. GST-NR2E3/biotin-RetCOR TR-FRET, 1536-well. Q9Y5X4. 320,000 compounds, 0.12% hits. inhibition of corepressor binding, % at 4.78 µM;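 active = percent inhibition above the cutoff of mean plus 3 SD of all tested compounds, set per screening campaign, cut at about 20% in these data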;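 note: 0% = DMSO wells and 100% = biotin wells as full block of FRET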
# Target sequence (Q9Y5X4 whole entry, looked up): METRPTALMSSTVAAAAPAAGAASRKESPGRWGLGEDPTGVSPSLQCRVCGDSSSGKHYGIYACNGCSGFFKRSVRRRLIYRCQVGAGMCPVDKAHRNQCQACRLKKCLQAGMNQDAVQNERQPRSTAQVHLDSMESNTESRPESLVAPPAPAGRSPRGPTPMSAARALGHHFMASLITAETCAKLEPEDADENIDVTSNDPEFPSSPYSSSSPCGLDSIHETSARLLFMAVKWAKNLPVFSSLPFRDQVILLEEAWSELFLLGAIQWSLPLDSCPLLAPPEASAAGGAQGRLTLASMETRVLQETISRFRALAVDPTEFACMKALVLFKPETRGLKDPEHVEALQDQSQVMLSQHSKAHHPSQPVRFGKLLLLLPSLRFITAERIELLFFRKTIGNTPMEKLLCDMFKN
#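 System: GST-NR2E3 and biotin-RetCOR proteins; probe or stimulus: 7 nM biotin-RetCOR; doses: compound at 4.8 µM, single dose; schedule: Compound–protein incubation for 5 h at 4 °C; detection: time-resolved FRET; read-out: percent inhibition; controls: biotin wells as high control, 0.6% DMSO wells as low control; format: 1536-well plates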
# NR2E3 ag-2: activates human NR2E3 receptor; Q9Y5X4; CHO-S Gal4-NCOR/VP16-NR2E3 two-hybrid, luciferase; inhibition of corepressor binding, % at 3.98 µM; 360,000 compounds, 0.35% hits; AID 602229;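 active = inhibition above the mean of all tested compounds plus 3 SD, cut at about 70% in these data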;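 note: 0% = DMSO with NR2E3 transfected cells and 100% = cells lacking NR2E3 construct; higher means lower luciferase signal from less NR2E3 corepressor binding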
# TWEAK-Fn14 inh: blocks TWEAK-Fn14 interaction in a reporter cell assay; TWEAK-stimulated Fn14 reporter cells, luciferase luminescence, 8 h; inhibition, % at 10 µM; 360,000 compounds, 2% hits; AID 1159606; in the data active = inhibition above about 50%
# Starred values were filed as active, the others as inactive; x = not tested or not shown.
SMILES,HIF-2a inh,TRPM1 prom inh,NR2E3 ag-1,Peg3 promoter,Shn3 inh set2,TWEAK-Fn14 inh,KKLEB tox,NR2E3 ag-2,TROY signal inh,C8 TRAIL sens,CF NFkB inh
CC1=C(C(=O)OCc2ccccc2)C(c2ccc(C#N)cc2)NC(=O)N1CCCC(=O)O (stereo not given),1,-6,1,1,-4,-1,0,-15,-15,-11,-4
O=C(O)c1ccccc1C(=O)NCCCn1ccnc1,28,-15,0,2,6,16,6,6,17,7,-4
CCCCCCSc1cc(-c2nc3ccc(Cl)cn3c2NC2CCCCC2)ccc1OC,-8,-3,1,-3,10,-3,-8,25,-31,17,22
C=C1C(=O)OC2CC1C(OC(C)=O)CC(C)=CCCC(C)=CCCC2(C)O (stereo not given),92*,x,x,99*,94*,71*,-44,12,38,15,94*
CS(=O)(=O)N(CC(=O)Nc1ccc(Br)cc1)C1CCCCC1,14,15,3,19,14,20,1,-8,20,15,9
N/C(Cc1nc(-c2ccc(Br)cc2)cs1)=N\O,-207,-13,1,-121,-22,-4,20,-61,-46,-1,-9
COc1ccc(-n2nc(C(=O)NCC(=O)NCCCN3CC(C)CC(C)C3)c3ccccc3c2=O)cc1 (stereo not given),9,-8,0,5,4,20,-15,-40,-15,0,5
COc1ccc(-c2oc3c(OC)c(OC)c(OC)c(O)c3c(=O)c2OC)cc1OC,-5,x,-1,42,20,6,-5,-11,3,26,-9
CCN(Cc1nc(-c2ccc(Cl)cc2)no1)CC1CCCO1 (stereo not given),-87,-12,-1,-104,-38,-25,-2,-20,-36,6,-2
C=CCOn1c(=O)c(-c2ccc(Cl)cc2)[n+]([O-])c2ccccc21,-9,-4,x,2,-10,16,-5,-65,7,-3,13
COc1cccc(-c2nc(CS(=O)CC(=O)NCCc3ccc(C)cc3)c(C)o2)c1 (stereo not given),7,3,-3,1,-5,-4,-8,-5,-20,-21,9
CC(NC(=O)/C(=C\c1cccc([N+](=O)[O-])c1)NC(=O)c1ccco1)C(=O)O (stereo not given),4,12,1,12,8,4,1,-5,-2,6,4
O=C(C(c1ccccc1)c1ccccc1)N1CCOCC1,7,6,1,9,-4,6,3,-12,3,-24,-7
CCOc1ccc(S(=O)(=O)Nc2ccc(S(=O)(=O)Nc3cc(OC)ccc3OC)cc2)cc1,8,3,-2,26,6,9,13,7,0,5,0
COc1ccc(C(C)(C)C)cc1NC(=O)COC(=O)C(C)C,9,1,-1,4,-15,-7,4,-7,-7,6,11
O=S(=O)(c1ccc(Cl)cc1)N1CCCC(C(F)(F)F)C1 (stereo not given),5,-7,0,12,10,-8,7,-5,6,1,5
O=C(CCCc1nc2ccccc2s1)Nc1ccc(N2CCOCC2)cc1,5,16,2,4,19,-4,4,-38,-16,8,-3
O=C1CCc2cc(S(=O)(=O)Nc3ccc(F)cc3)cc3c2N1CC3,10,9,-1,-12,-2,5,-9,15,7,1,3
O=C(CS(=O)(=O)c1ccccc1)c1cc2ccccc2oc1=O,-6,0,2,-7,-20,7,-1,-2,20,8,-2
CCN(CC)C(=O)COc1coc(CN2CCN(c3ccccc3)CC2)cc1=O,2,5,4,2,-9,8,-1,-15,-6,-15,4
C/C(CC(=O)NC(C)(C)C)=N\NC(=O)c1ccco1,1,-1,1,3,-17,-39,8,-77,-30,-5,0
COC(=O)c1cc(NC(=O)Cc2cc(OC)c(OC)c(OC)c2)cc(C(=O)OC)c1,10,15,3,0,12,0,14,4,4,-7,-30
Cc1ccc(C(=O)Nc2ccc(NC(=O)c3ccc(C)o3)cc2)o1,-28,-10,1,-34,-7,3,4,-10,3,-10,6
CC12CCC(C)(O1)C1C(=O)N(c3nccs3)C(=O)C12 (stereo not given),0,-4,x,10,-33,19,3,-29,-6,-5,1
Cc1ccc(S(=O)(=O)N2CCN(C(=O)COC(=O)c3ccc(Cl)c(S(N)(=O)=O)c3)CC2)c(C)c1,11,-11,x,1,-36,-29,5,-33,0,13,-18

# Whole records, quoted from the list:
# `CCN(CC)C(=O)COc1coc(CN2CCN(c3ccccc3)CC2)cc1=O` is listed with HIF-2a inh: 2; TRPM1 prom inh: 5; NR2E3 ag-1: 4; Peg3 promoter: 2; Shn3 inh set2: -9; TWEAK-Fn14 inh: 8; KKLEB tox: -1; NR2E3 ag-2: -15; TROY signal inh: -6; C8 TRAIL sens: -15; CF NFkB inh: 4
# `C/C(CC(=O)NC(C)(C)C)=N\NC(=O)c1ccco1` is listed with HIF-2a inh: 1; TRPM1 prom inh: -1; NR2E3 ag-1: 1; Peg3 promoter: 3; Shn3 inh set2: -17; TWEAK-Fn14 inh: -39; KKLEB tox: 8; NR2E3 ag-2: -77; TROY signal inh: -30; C8 TRAIL sens: -5; CF NFkB inh: 0

# Other results
SMILES,HIF-2a inh,TRPM1 prom inh,NR2E3 ag-1,Peg3 promoter,Shn3 inh set2,TWEAK-Fn14 inh,KKLEB tox,NR2E3 ag-2,TROY signal inh,C8 TRAIL sens,CF NFkB inh
Cc1ccc(-c2nnc(-c3ccccc3)o2)cc1,-89,0,4,-173,0,48,-24,-182,-3,41,-14
O=C(c1cccs1)N1C[C@H](O)[C@@H](n2cc(C3CC3)nn2)C[C@@H]1c1ccccc1,2,x,x,7,-1,-3,15,2,-4,-7,0
Clc1cccc(Cc2c(C3CCCCC3)nc3c4ccccc4ccn23)c1,-133,x,x,x,x,0,x,-81,-49,1,x
CCOc1ccc(N2CC(C(=O)NCc3cccc(C)c3)CC2=O)cc1 (stereo not given),9,11,3,10,-4,16,5,7,3,6,-1
COc1ccc(CNc2nc(NCc3ccc(OC)c(OC)c3)n(C(=O)c3cccs3)n2)cc1OC,-114,-17,5,-38,4,-43,4,-19,23,3,-16
COc1ccc(NC(=O)CSc2nc3sc(C)cc3c(=O)n2C)cc1,4,-3,3,5,30,27,-8,-10,3,-9,13
Cc1csc(NC(=O)CSc2ncc(-c3ccccc3)[nH]2)n1,-81,-13,-4,-27,-21,-4,8,-4,-81,-3,3
N#Cc1c(N)nc2c(c1N)CC(CCl)O2 (stereo not given),17,-8,0,7,3,-13,-1,-23,20,-6,-10
CC1CCN(C(=O)CSc2nnc(CNC(=O)c3ccc(S(=O)(=O)N(C)C)cc3)o2)CC1,10,1,1,-4,11,-8,16,-2,-2,-1,-13
COc1ccc(CCNC(=O)c2cc(S(=O)(=O)N3CCOCC3)ccc2N2CCCC2)cc1OC,13,5,-3,-14,-2,-2,-10,1,-6,-1,-1
COc1ccccc1NCc1ccc([N+](=O)[O-])s1,-9,1,4,2,6,-3,6,1,-25,-14,-4
CCOc1ccc(C(C)=O)cc1COc1cccnc1[N+](=O)[O-],22,17,-2,19,1,39,-24,-26,60*,5,19
O=S(=O)(Nc1cccc(S(=O)(=O)N2CCCC2)c1)c1ccc(F)cc1,2,1,x,8,-10,-4,-6,-29,-9,12,3
COc1cc(OC)cc(C(=O)N[C@H](C(=O)OCC(=O)Nc2ccc(C)cc2C)C(C)C)c1,25,2,0,7,2,-12,15,-27,17,10,-5
c1ccc(Cn2nnc3c(NCC4CC4)ncnc32)cc1,-21,x,x,-34,-8,1,9,-20,-10,-2,-9
CCCCC(=O)Nc1cc([N+](=O)[O-])ccc1Cl,2,-4,1,-3,12,-17,-4,-9,-14,3,9
COC(=O)[C@H](Cc1ccccc1)NC(=O)NCc1cccs1,-1,5,2,15,-2,6,0,-6,2,-3,-1
CC(C)(C)C(=O)COC(=O)C1CC(=O)N(c2ccccc2)C1 (stereo not given),11,-6,-1,9,-2,-9,-3,0,19,-7,-4
COc1ccc(CNC(=O)CNC(=O)c2ccc(Br)o2)cc1OC,9,4,4,4,-10,3,6,-44,-5,-11,6
CCc1noc(C)c1C(=O)N1CCN(S(=O)(=O)c2c(C)c(C)cc(C)c2C)CC1,6,-6,1,7,8,-12,-10,-1,8,-10,10
C=CCNC(=O)C1CC(=O)N(c2ccc(OCC(=O)Nc3ccc(CC)cc3)cc2)C1 (stereo not given),-6,13,-2,0,20,-1,4,-32,-23,-14,-1
Cc1cccc(-n2cnc3cc(C(=O)NCCN4CCOCC4)ccc32)c1,-9,x,x,15,20,-3,-9,-6,6,8,22
O=c1c2ccccc2nnn1CSc1nnc(COc2ccc(Cl)cc2)n1Cc1ccco1,17,1,-2,1,20,-2,4,-6,14,2,3
CC(=Nc1ccccc1C(F)(F)F)c1ccncc1,16,-7,-1,8,7,-5,1,3,-26,1,1
COc1ccc(S(=O)(=O)NCC2CCCN(C(=O)c3ccccc3)C2)cc1 (stereo not given),-14,-6,-2,-1,-3,1,-6,-6,-23,3,18
CN(C)c1ccc(/C=N/NC(=O)c2ccn(C)n2)cc1,-159,-39,-5,-166,-20,-2,3,-39,-39,49,-3
CCC(CC)C(=O)N1CC(=O)Nc2ccc(Br)cc2C1c1ccccc1 (stereo not given),16,-6,0,13,17,-4,-13,26,14,-8,14
Cc1ccccc1C1CC(=O)NC2=C1C(=O)CCC2 (stereo not given),6,8,0,-22,0,8,-10,-5,-9,2,17
CN(CC(=O)Nc1ccc(F)cc1)C(=O)COC(=O)C1CCN(c2ccc(C(F)(F)F)cn2)CC1,7,-10,-3,-15,-12,-3,-1,-2,3,11,2
C=CCn1c(CC(C)(C)C)nc2ccccc21,20,-7,-3,4,6,8,11,-37,13,3,1
CC(C)c1cccc(C(C)C)c1NC(=O)COC(=O)c1ccc(OCC(=O)Nc2cccc(C(F)(F)F)c2)cc1,20,2,1,26,-14,3,-5,-8,2,1,14
COc1ccc(NC(=O)CSc2nnc(CCC(=O)Nc3ccc(C)c(Cl)c3)n2C)cc1,-17,-17,3,-6,-21,6,-2,-9,-13,0,-3
CCOC(=O)C1(C(=O)OCC)C(c2ccccc2)CC(O)N1C(C)=O (stereo not given),8,-2,x,16,-8,1,4,-23,-13,-3,-10
COc1cc(NS(=O)(=O)c2ccc(NC(=O)/C=C/C(=O)O)cc2)nc(OC)n1,17,-10,16,-4,-20,10,5,-6,-13,-7,-9
N#Cc1cccc(NC(=O)CSc2sc3c(O)cc(=O)[nH]c3c2C#N)c1,-12,-1,-5,-5,2,-1,4,-29,17,-3,-5
COC(=O)c1cccc(NC(=O)C(C)(C)C)c1,6,-1,-1,-3,-3,-12,1,-4,-15,-1,-1
CC(=O)c1ccc(NC2c3ncccc3C(=O)N2Cc2ccc(F)cc2)cc1 (stereo not given),-6,-12,4,12,-8,19,-2,1,-6,13,-9
COc1ccccc1N=Nc1c(C)n[nH]c1C,-7,10,-1,-3,-8,22,2,-12,17,-14,17
O=C(c1c(F)cccc1F)N1CCN(S(=O)(=O)c2ccc3c(c2)OCCO3)CC1,4,12,3,10,-4,-21,-11,0,7,-4,9
CN(CCC#N)S(=O)(=O)c1ccc2[nH]cc(C(=O)NCCc3ccccc3)c(=O)c2c1,1,11,0,13,6,6,-7,-3,7,-8,0
COc1c(C)cccc1C(=O)NC(=S)Nc1ccccc1N1CCCC1,-180,-14,-3,-30,-22,57*,5,1,68*,-8,-6

# This is a subset; rates above refer to the full screens.
